CCT chaperon mod – changes cytosolic chaperonin activity; 0.3% of 360,000 active; activity change, % (test concentration not listed), hits read low; purified chaperonin ATPase assay, HTRF ADP detection, 30 min; AID 651819; in the data active = activity change below about -30%; note: % is set by controls: 0 for no effect and ±100 for the full control effect
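We incubate TRiC, 40 or 20 nM final, with library compounds at 76 uM and 10 uM ATP for 30 min at 37 °C. ADP formed is detected with Transcreener HTRF reagents after 30 min at room temperature.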
PLK1 PBD inh – blocks phosphopeptide binding to human PLK1 polo-box domain; Plk1 PBD binding of FITC phosphopeptide, fluorescence polarization; Potency, µM, for inactives: max response, negative = inhibition, usual class: inhibitors; 2.8% of 360,000 active; note: potency is the fitted concentration of half-maximal effect; series mostly up to about 57 µM; % is set by controls: 0 for no effect and ±100 for the full control effect; nearly all actives have a fitted effect of over 65% in size
Target sequence (P53350 whole entry, looked up, the tested form may be a part): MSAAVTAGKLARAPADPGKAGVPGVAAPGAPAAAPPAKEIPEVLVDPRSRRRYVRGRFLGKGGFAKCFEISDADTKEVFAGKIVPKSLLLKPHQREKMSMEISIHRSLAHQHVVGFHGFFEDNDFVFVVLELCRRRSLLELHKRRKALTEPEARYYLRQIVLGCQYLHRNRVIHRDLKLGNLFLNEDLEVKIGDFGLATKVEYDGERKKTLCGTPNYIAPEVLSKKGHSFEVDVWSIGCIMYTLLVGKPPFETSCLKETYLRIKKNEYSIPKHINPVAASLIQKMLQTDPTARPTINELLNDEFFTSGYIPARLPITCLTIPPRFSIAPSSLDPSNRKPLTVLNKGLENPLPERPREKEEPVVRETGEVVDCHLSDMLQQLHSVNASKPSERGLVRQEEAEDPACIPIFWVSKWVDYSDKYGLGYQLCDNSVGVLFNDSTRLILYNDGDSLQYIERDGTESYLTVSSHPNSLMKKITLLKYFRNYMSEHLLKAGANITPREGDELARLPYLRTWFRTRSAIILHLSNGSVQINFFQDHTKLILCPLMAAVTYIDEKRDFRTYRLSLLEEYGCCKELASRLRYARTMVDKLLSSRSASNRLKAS
IL-2 act – IL-2 activation. activation, % (series mostly up to about 46 µM). IL-2 activation reporter assay, cell-based qHTS; stimulated with anti-CD3/CD4/CD28 beads; in transgenic mouse T cells. 0.065% of 360,000 active. AID 652025; in the data active = activation above about 50%; inconclusive = mostly about 30% to 49%; note: 0% is about no effect
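Readout: EGFP and DsRed signals by fluorescent plate cytometry. Unstimulated transgenic mouse T cells received compound 60 min before antibody-bead stimulation, then incubated 18 h at 37 degrees C.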
PI5P4K alpha inh – PI5P4K alpha (human) kinase inhibition. 1.2% of 330,000 active. max response, %. PI5P4Kalpha enzyme, ADP-Glo luminescence, 60 min; hits give low values. AID 652105; active = max response of -50% or lower; inconclusive = between -30% and -50%; inactive = -30% or higher; note: value at the top dose of about 77 µM; % is set by controls: 0 for no effect and ±100 for the full control effect
Target sequence (P48426 whole entry, looked up): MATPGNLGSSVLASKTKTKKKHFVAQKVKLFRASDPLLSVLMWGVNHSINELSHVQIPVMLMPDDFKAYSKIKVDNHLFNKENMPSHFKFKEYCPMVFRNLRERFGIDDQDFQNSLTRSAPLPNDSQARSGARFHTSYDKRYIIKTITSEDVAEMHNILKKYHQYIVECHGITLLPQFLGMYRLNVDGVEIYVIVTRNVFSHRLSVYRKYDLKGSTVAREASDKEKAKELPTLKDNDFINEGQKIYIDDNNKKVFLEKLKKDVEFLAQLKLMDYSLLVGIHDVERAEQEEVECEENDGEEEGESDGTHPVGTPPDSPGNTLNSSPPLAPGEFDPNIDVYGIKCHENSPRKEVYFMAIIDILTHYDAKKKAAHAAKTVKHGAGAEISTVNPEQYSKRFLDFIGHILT
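PI5P4Kalpha ADP-Glo assay; 5 microM ATP final; 60 min RT reaction; HEPES pH 7.4/EGTA/CHAPS, 5% DMSO; controls lacking substrate or enzyme; luminescent end-point.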
EPAC1 antagonist – blocks human EPAC1 exchange factor. EPAC1 GEF assay, Rap1b-BODIPY-GDP exchange fluorescence. 0.14% of 360,000 active. O95398. Potency, µM (titrated, usually from 115 µM), for the others: at the highest dose activity change, negative = inhibition, usual class: inhibitors;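 note: potency is the fitted concentration of half-maximal effect; plate controls were vehicle for no effect and positive control for full effect; nearly all actives have a fitted effect of over 50% in size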
EPAC1 agonist – activates human EPAC1 exchange factor; EPAC1 agonist qHTS, biochemical assay; response scale: 100% = response to 6.5 mM cAMP; 0.073% of 360,000 active; Potency, µM (top dose mostly 154 µM), without a hit: top-dose activation, actives largely listed as activators; O95398; note: potency is the fitted concentration of half-maximal effect; nearly all actives have a fitted effect of over 60% in size
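Read-out is the fluorescence drop as BODIPY-GDP leaves Rap1B (480 nm excitation, 540 nm emission), recorded every 5 minutes over 30 minutes. Reactions held 100 nM EPAC1, 250 nM Rap1B–BODIPY-GDP and 50 uM GDP, with 6.5 mM cAMP setting full activation.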
EPAC2 agonist – activates human EPAC2 exchange factor | Q8WZA2 | Potency, µM (doses to about 154 µM), inactives show at the highest dose activation, actives largely listed as activators | 0.079% of 360,000 active | EPAC2 activation, biochemical qHTS; response scale: 100% = 6.5 mM cAMP response | AID 720711; note: potency is the fitted concentration of half-maximal effect; nearly all actives have a fitted effect of over 50% in size
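Guanine nucleotide exchange by EPAC2 is measured as reduced fluorescence of BODIPY-GDP once it is released from 250 nM Rap1B. Plates are read kinetically for 30 min at room temperature; results are scaled to 6.5 mM cAMP.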
WRN helicase inh – blocks human WRN helicase. Q14191. Potency, µM (series often up to 114 µM), for inactives: at the top dose activity change, negative = inhibition, hits mostly inhibitors. 0.46% of 360,000 active. WRN helicase unwinding, fluorescent forked duplex, kinetic; note: potency is the fitted concentration of half-maximal effect; % is set by controls: 0 for no effect and ±100 for the full control effect; nearly all actives have a fitted effect of over 55% in size
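Fluorescence dequenching readout, ex 525 nm/em 598 nm, kinetic mode: forked duplex DNA (100 nM final) with adjacent fluorophore and quencher unwound by WRN (20 nM final) with 2 mM ATP. Compound preincubation 15 min, room temperature.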
* = called active by the depositor; ? = inconclusive; . = no result given; [ ] = remark or other dose. Unless noted, calls come from the whole dose curve; as a rule, active = well fitted curve in the direction sought with a large enough effect; inconclusive = small, poorly fitted or top-dose-only effect, or another doubt; inactive = no such curve, though single readings can be large; an effect the other way counts as inactive or inconclusive.

canonical_smiles,CCT chaperon mod,PLK1 PBD inh,IL-2 act,PI5P4K alpha inh,EPAC1 antagonist,EPAC1 agonist,EPAC2 agonist,WRN helicase inh
N#C/C(=C(/O)CSc1n[nH]c(N)n1)c1nc2ccccc2[nH]1,-1.1,?,2.2,?,0%,15%,10%,-6%
COc1ccccc1S(=O)(=O)Cc1ccc(C(=O)N2CCCC2)o1,0.5,-9%,1.8,-4,-7%,8%,6%,-4%
NC(=O)c1nsc(C(=O)N(CC(=O)NCc2ccco2)c2ccccc2F)c1N,3.0,-3%,-1.4,.,19%,-4%,6%,-15%
CCCCCCCCN1C(=O)[C@H](CC(=O)NCc2cccc(C(F)(F)F)c2)C[C@@]2(C(=O)OCC)CCC=C12,.,-2%,-1.0,17,-21%,-21%,-14%,-10%
CCOc1ccc(-c2nnc(-c3ccccc3)n2-c2ccccc2)cc1,-0.9,2%,-4.6,1,-2%,3%,0%,-4%
COc1ccc(OCCC(=O)Nc2ccc(S(N)(=O)=O)cc2)cc1,-11,4%,-1.3,18,1%,-8%,-2%,-4%
Cc1cccc(CC(C)NC(=O)CCc2nnc(CCCCc3ccccc3)o2)n1 (centres undefined),2.8,0%,0.4,0,-12%,4%,4%,-1%
O=C(O)Cc1ccc2[nH]c3ccc(CC(=O)O)cc3c2c1,-5.9,-11%,0.4,-13,6%,3%,3%,-11%

(listing goes on)
canonical_smiles,CCT chaperon mod,PLK1 PBD inh,IL-2 act,PI5P4K alpha inh,EPAC1 antagonist,EPAC1 agonist,EPAC2 agonist,WRN helicase inh
Cc1cc(C)c(S(=O)(=O)N2CCCCC2)c(C)c1N(C)S(=O)(=O)c1ccccc1,-0.5,-2%,-1.5,.,-10%,21%,14%,-15%
COCCCNCCOc1ccc(C)cc1[N+](=O)[O-],-1.5,3%,-4.5,-1,3%,-11%,5%,-4%
CCc1nc(N2CCCC(C)C2)c2oc3ccccc3c2n1 (centres undefined),-1.3,15µM*,-2.9,.,-13%,12%,6%,-7%
Cc1[nH]c2ccccc2c1C(=O)C(=O)N1CC=C(c2ccccc2)CC1,1.9,-2%,1.7,7,-12%,1%,9%,-7%
Cc1c(OCC(=O)N2CCC(C(N)=O)CC2)ccc2c3c(c(=O)oc12)CCCC3,-2.7,-7%,0.2,1,-8%,-8%,7%,7%
Cc1nnc(N(C)C(=O)Cc2ccc3c(c2)OCO3)s1,0.3,-15%,11,-3,1%,-1%,-4%,-1%
COc1ccc(-n2c(COc3cccc(C)c3)nnc2SCC(=O)NCc2ccco2)cc1,-2.4,-7%,-1.7,6,-3%,6%,-15%,2%
CCn1nc(C)c(C2C(C#N)=C(N)OC3=C2C(=O)CC(C)(C)C3)c1C (centres undefined),0.5,5%,1.5,2,21%,-10%,-2%,-17%[57.1 µM]

Carrying on:
canonical_smiles,CCT chaperon mod,PLK1 PBD inh,IL-2 act,PI5P4K alpha inh,EPAC1 antagonist,EPAC1 agonist,EPAC2 agonist,WRN helicase inh
COc1ccc(C(=O)Cn2cnc3ccccc3c2=O)cc1,2.9,?,1.7,2,-18%,-11%,-2%,-2%
COc1ccccc1C(=O)Nc1ccnn1C1CCN(C(C)CSC)CC1 (centres undefined),-2.6,-9%,0.7,0,-1%,4%,-2%,5%
Cc1cc(N2CCN(S(=O)(=O)Cc3ccccc3)CC2)n2ncnc2n1,-4.3,0%,0.0,.,-5%,7%,11%,-1%
C1=C(CCNc2ncnc3c2[nH]c2ccccc23)CCCC1,0.8,-6%,-0.8,-14,-3%,20%,-9%,-27%
O=C(NCc1ccco1)/C(=C/C=C/c1ccccc1)NC(=O)c1ccco1,-2.9,-15%,0.4,-8,11%,20%,10%,-1%
O=S(=O)(c1ccccc1)N(CC1CO1)c1cc(Cl)ccc1Cl (centres undefined),1.5,-2%,5.8,-2,-10%,2%,9%,-2%
Cc1nnsc1C(=O)Nc1ccc(S(=O)(=O)N2CCCCC2)cc1,2.8,-5%,-0.1,-2,-30%,-4%,-2%,2%
CCc1nnc(NC(=O)CSc2nnc(CNc3ccc(F)cc3)n2C2CCCCC2)s1,3.2,-4%,-0.4,-1,-21%,-6%,3%,3%

Carrying on.
canonical_smiles,CCT chaperon mod,PLK1 PBD inh,IL-2 act,PI5P4K alpha inh,EPAC1 antagonist,EPAC1 agonist,EPAC2 agonist,WRN helicase inh
COc1cc(/C=C(\C#N)C(N)=O)ccc1OS(=O)(=O)c1ccc(C)cc1,-3.2,?,-3.4,-13,-28%,4%,24%,-9%
COc1cccc(/C=C2\N=C(SC)SC2=O)c1OC,-1.2,-4%,13,.,7%,5%,5%,-1%
Cc1ccc(/C=C/C(=O)NC2CCS(=O)(=O)C2)cc1 (centres undefined),1.4,0%,0.4,0,0%,2%,3%,-2%
O=C1Nc2ccccc2C1(O)Cc1ccccn1 (centres undefined),-2.0,4%,1.3,6,2%,-11%,2%,2%
Cc1cc(Nc2ccc(Cl)cc2)n2ncnc2n1,-2.4,-6%,0.3,-2,12%,8%,5%,-7%
Cc1ccc(S(=O)(=O)N2CCN(Cc3cc(=O)n4ccccc4n3)CC2)cc1C,-15,-7%,1.1,0,15%,-14%,8%,6%
Brc1ccc(C2Nc3cccc4cccc(c34)N2)s1,-21,?,-0.7,-14,-2%,6%,4%,-28%
CCOc1cc(/C=C2/NC(=O)N(Cc3ccccc3F)C2=O)ccc1O,-0.4,1%,2.3,1,-16%,-10%,4%,-11%[57.1 µM]

More compounds:
canonical_smiles,CCT chaperon mod,PLK1 PBD inh,IL-2 act,PI5P4K alpha inh,EPAC1 antagonist,EPAC1 agonist,EPAC2 agonist,WRN helicase inh
O=S(=O)(Nc1ccc2c(c1)OCCO2)c1ccc2oc3ccccc3c2c1,-2.7,0%,-0.3,.,-6%,27%,11%,-17%
Cc1cc(Br)cn2ccnc12,-2.2,-3%,-0.7,.,10%,6%,-3%,5%
O=C(COC(=O)CCN1C(=O)c2ccccc2C1=O)Nc1ccccc1[N+](=O)[O-],2.1,-3%,-0.6,0,8%,-6%,10%,-8%
COc1cccc(C2(O)C(=O)Nc3ccccc32)c1 (centres undefined),0.8,-8%,0.4,1,11%,3%,4%,-3%
Cc1cnc(C(=O)OCC(=O)NC(C)CCc2ccccc2)cn1 (centres undefined),-0.7,-6%,-1.4,1,3%,0%,6%,0%
O=C(CSc1ccc2nnc(CCNC(=O)c3ccccc3)n2n1)NCc1ccccc1,0.2,5%,3.0,0,-10%,13%,-4%,-2%
CCOC(=O)CN1C(=O)S/C(=C/c2cccc([N+](=O)[O-])c2O)C1=O,-1.1,-29%,2.2,-20,-13%,-2%,5%,-2%[57.1 µM]
Cc1ccc(CNC(=O)C2C3C=CC(C3)C2C(=O)O)cc1 (centres undefined),-0.6,-4%,0.3,-3,5%,-10%,-4%,1%

(more compounds)
canonical_smiles,CCT chaperon mod,PLK1 PBD inh,IL-2 act,PI5P4K alpha inh,EPAC1 antagonist,EPAC1 agonist,EPAC2 agonist,WRN helicase inh
CCn1nnnc1SCC(=O)Nc1ccc2c(c1)OCCO2,-0.5,-5%,-1.6,-7,18%,-1%,3%,3%
COc1ccccc1CCNC(=O)C(=O)NCC1OCCN1C(=O)c1ccc(Cl)cc1 (centres undefined),0.7,-3%,0.6,-9,14%,1%,6%,-2%
Cc1cccc(N(CC(=O)NCCSCc2ccccc2)S(C)(=O)=O)c1C,1.4,-5%,1.2,-1,5%,6%,9%,-4%[57.1 µM]
CCN(CC)CCNC(=S)Nc1ccc(Cl)cc1,0.7,-2%,0.1,6,-9%,-10%,-3%,-4%
COCCNC(=O)C(c1ccncc1)N(Cc1ccccc1)C(=O)Cn1nnc2ccccc21 (centres undefined),-3.1,-21%,-2.0,-3,-11%,-3%,9%,-6%
O=C(CSc1nc(=O)n(CCCN2CCOCC2)c2c1CCC2)Nc1ccc(F)cc1F,-0.1,-2%,0.3,-4,-11%,-28%,3%,-2%
O=C(Nc1ccc(Cl)c(-c2nc3ccccc3[nH]2)c1)c1cccnc1,0.5,0%,-1.2,.,-14%,8%,4%,-10%
O=C(CCc1c[nH]c2ccccc12)N=Nc1c(O)[nH]c2ccccc12,1.7,0%,0.4,-6,-8%,3%,-2%,-3%

Next part:
canonical_smiles,CCT chaperon mod,PLK1 PBD inh,IL-2 act,PI5P4K alpha inh,EPAC1 antagonist,EPAC1 agonist,EPAC2 agonist,WRN helicase inh
CCN(CC(=O)Nc1ccc(NC(C)=O)cc1)C(=O)/C=C/c1cccs1,0.2,0%,0.4,-5,-4%,-1%,-2%,2%
O=C(O)CC1(c2ccc(F)cc2)C2CC3CC(C2)CC1C3 (centres undefined),0.3,-16%,-0.4,3,?,1%,-5%,0%
O=C(Nc1ccccc1Cl)c1ccc2c(=O)n3c(nc2c1)CCC3,2.9,3%,2.2,1,-6%,-7%,0%,-6%
CC1=NNC(=O)C1Cc1ccc(F)cc1 (centres undefined),-1.4,-8%,-0.4,2,-4%,1%,7%,-3%
O=C1CN(C(=O)NCC(=O)N[C@@H](C(=O)O)c2ccccc2)c2ccccc2N1,-2.6,3%,0.1,-1,-5%,6%,8%,-3%
Cc1c(Cl)cccc1N(CC(=O)N1CCCCCC1)S(C)(=O)=O,-4.4,-8%,-0.3,.,7%,10%,3%,-9%
CCOCCCNC(=O)c1cn(C)c2ccc(S(=O)(=O)N3CCCC3)cc2c1=O,1.1,0%,-1.3,-8,6%,-13%,-4%,9%
COCC(=O)N1CCC(Oc2ccc(C(=O)N(C)C(C)c3ccon3)cc2)CC1 (centres undefined),-0.8,-6%,-1.1,11,-6%,2%,-7%,-13%
O=S(=O)(c1cccc(C(F)(F)F)c1)N1CCN(c2ccccc2)CC1,-0.6,-5%,-4.2,.,10%,-9%,-2%,-2%
CC12CCC(=O)N1C(C(=O)OCC(=O)Nc1ccc(Cl)c(Cl)c1)CS2 (centres undefined),-7.0,-4%,1.8,-2,-5%,7%,-1%,1%

Grouped by structure: those above with a thiophene ring, fused or not (2)
canonical_smiles,CCT chaperon mod,PLK1 PBD inh,IL-2 act,PI5P4K alpha inh,EPAC1 antagonist,EPAC1 agonist,EPAC2 agonist,WRN helicase inh
Brc1ccc(C2Nc3cccc4cccc(c34)N2)s1,-21,?,-0.7,-14,-2%,6%,4%,-28%
CCN(CC(=O)Nc1ccc(NC(C)=O)cc1)C(=O)/C=C/c1cccs1,0.2,0%,0.4,-5,-4%,-1%,-2%,2%

Not all compounds are listed; count on the stated rates, not on these rows.
